Screens from PubChem BioAssay.
Gli-Sufu block = Gli-Sufu pathway antagonists, primary screen, luciferase luminescence, Sufu-KO-LIGHT cells, uHTS. 340,000 tested, 0.74% active. Sufu-KO-LIGHT fibroblasts, Gli luciferase reporter luminescence. inhibition, % at 5 µM;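 active = inhibition above about 55%, limit read from the data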;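 note: 0% = DMSO-treated cells and 100% = wells with medium but no cells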
CHOP UPR activ = activators of apoptotic CHOP UPR arm, primary screen, cell-based, CHO-CHOP luciferase reporter, luminescence, uHTS. UPR activation; percent of tunicamycin response over DMSO baseline. activation, % at 10 µM. 330,000 tested, 0.34% active;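 active = at 10 µM dose, activation of 40% or more, normalized to positive control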;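 note: 100% = tunicamycin at 10 µg/mL and 0% = DMSO alone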
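System: CHO-CHOP luciferase reporter cell line; amount: 500 cells/well; buffer or medium: F12 medium containing 10% fetal bovine serum; incubation: 6 h compound exposure at 37 °C after overnight seeding; measured by: luciferase luminescence after 10 min with Steady-Glo reagent; evaluation: % reporter activation, DMSO baseline versus tunicamycin full activation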
697 NFkB inh = inhibitors of PMA/ionomycin-induced NF-kB reporter, 697 cells, primary screen, B-cell NF-kB inhibitor project, cell-based, luminescence, uHTS; 697 B-cell NF-kB luciferase reporter, 16 h; inhibition, % at 4 µM; 330,000 tested, 0.33% active; AID 435022, 2010; in the data active = inhibition above about 35%
EBI2 antag = EBI2 receptor antagonists, beta-arrestin recruitment, primary screen, cell-based, luminescence, 7a,25-OHC stimulation, uHTS; 7a,25-OHC stimulated; G-protein coupled receptor 183 (Homo sapiens), P32249; inhibition, % at 5 µM; 360,000 tested, 0.81% active; in the data active = inhibition above about 38%;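 note: enzyme fragment complementation signal reports receptor beta-arrestin coupling in cells; 0% = agonist plus DMSO wells and 100% = wells without agonist; some results beyond the cut were filed as inactive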
Target sequence (P32249 whole entry, looked up, the tested form may be a part): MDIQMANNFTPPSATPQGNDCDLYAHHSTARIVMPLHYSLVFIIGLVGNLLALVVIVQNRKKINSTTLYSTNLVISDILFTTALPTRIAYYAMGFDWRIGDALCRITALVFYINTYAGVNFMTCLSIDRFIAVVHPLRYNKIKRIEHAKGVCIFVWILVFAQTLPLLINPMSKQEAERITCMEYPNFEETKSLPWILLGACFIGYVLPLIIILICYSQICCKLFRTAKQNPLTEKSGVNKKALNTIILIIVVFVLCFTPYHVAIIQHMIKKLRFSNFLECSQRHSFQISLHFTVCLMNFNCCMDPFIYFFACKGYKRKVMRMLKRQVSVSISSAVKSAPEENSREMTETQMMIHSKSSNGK
Mdm2 MdmX PPI = inhibitors of human Mdm2-MdmX association, primary screen, cell-based, luminescence, split luciferase, SaOS-2, uHTS. Protein Mdm4 (Homo sapiens) + E3 ubiquitin-protein ligase Mdm2 (Homo sapiens), …. SaOS-2 split-luciferase Mdm2/MdmX complementation. inhibition, % at 8 µM. 330,000 tested, 3% active. AID 485346, 2010;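 active = inhibition of at least 50% at 8 µM in the primary screen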
UPR XBP1 act = activators of adaptive XBP1 UPR arm, primary screen, cell-based, CHO-XBP1 luciferase reporter, luminescence, uHTS. IRE1-XBP1 UPR activation; percent of tunicamycin response, DMSO as zero. activation, % at 20 µM. 330,000 tested, 0.33% active. AID 463104, 2010;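 active = versus positive control, 20 µM dose yields 30% or more activation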;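 note: 100% = tunicamycin at 10 µg/mL and 0% = DMSO only wells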
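Assay system: IRE1-XBP1 luciferase reporter CHO line. Input: 1000 cells/well. Buffer or medium: F12 with 10% serum. Doses: 20 µM, 1% DMSO. Times: overnight seeding at 37 °C, 6 h compound treatment at 37 °C. Technique: Steady-Glo luciferase glow luminescence, 10 min after reagent addition.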
Jurkat NFkB inh = inhibitors of induced NF-kB luciferase reporter, primary screen, TCR NF-kB activation inhibitor project, cell-based, luminescence, uHTS | Jurkat, PMA/ionomycin-induced NF-kB luciferase reporter | inhibition, % at 4 µM | 330,000 tested, 0.53% active; in the data active = inhibition above about 50%
CCR6 antagonist = CCR6 receptor antagonists, primary screen, cell-based, CHO-K1, luminescence, beta-arrestin, uHTS; CHO-K1 CCR6 PathHunter beta-arrestin, CCL20-stimulated; C-C chemokine receptor type 6 (Homo sapiens), P51684; 340,000 tested, 0.49% active; inhibition, % at 20 µM; AID 493098, 2011;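 active = compounds whose inhibition of the agonist-driven luminescence signal at 20 µM reaches about 50%, limit read from the data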;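 note: cells stimulated with CCL20 at 14 nM final; plate controls were DMSO with CCL20 for no effect and DMSO without agonist for full effect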
Target sequence (P51684 whole entry, looked up): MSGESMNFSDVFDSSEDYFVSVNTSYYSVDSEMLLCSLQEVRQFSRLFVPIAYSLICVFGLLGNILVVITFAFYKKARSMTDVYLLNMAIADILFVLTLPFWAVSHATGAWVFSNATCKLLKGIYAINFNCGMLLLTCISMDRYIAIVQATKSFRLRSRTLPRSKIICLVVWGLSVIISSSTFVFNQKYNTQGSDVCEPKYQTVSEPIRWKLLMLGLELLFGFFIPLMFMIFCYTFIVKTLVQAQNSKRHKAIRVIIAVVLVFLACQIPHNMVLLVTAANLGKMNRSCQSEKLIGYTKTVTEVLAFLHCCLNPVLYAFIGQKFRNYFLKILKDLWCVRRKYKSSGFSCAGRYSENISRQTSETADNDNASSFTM
CXCR6 inh = CXCR6 receptor inhibitors, primary screen, cell-based, beta-arrestin, luminescence, CHO-K1 PathHunter, 1536-well; C-X-C chemokine receptor type 6 (Homo sapiens), O00574; AID 602244, 2012; 360,000 tested, 0.36% active; inhibition, % at 20 µM; in the data active = inhibition above about 34%, passing the limit was not always enough;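 note: antagonist mode with CXCL16 agonist at 10 nM final; 0% = 10 nM CXCL16 with DMSO and 100% = unstimulated wells without agonist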
Target sequence (O00574 whole entry, looked up): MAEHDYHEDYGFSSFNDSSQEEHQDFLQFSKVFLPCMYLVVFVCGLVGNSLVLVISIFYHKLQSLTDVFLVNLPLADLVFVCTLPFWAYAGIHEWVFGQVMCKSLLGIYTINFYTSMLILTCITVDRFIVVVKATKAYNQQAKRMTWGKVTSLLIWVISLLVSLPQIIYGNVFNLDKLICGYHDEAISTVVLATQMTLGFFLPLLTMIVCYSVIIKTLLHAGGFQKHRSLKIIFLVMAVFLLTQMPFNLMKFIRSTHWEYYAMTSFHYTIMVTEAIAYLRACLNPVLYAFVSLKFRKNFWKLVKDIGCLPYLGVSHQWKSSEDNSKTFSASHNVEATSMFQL
An asterisk follows results filed as active; . = no result given.

The first 3 records, ahead of the listing:
SMILES	Gli-Sufu block	CHOP UPR activ	697 NFkB inh	EBI2 antag	Mdm2 MdmX PPI	UPR XBP1 act	Jurkat NFkB inh	CCR6 antagonist	CXCR6 inh
CCSC1=C(C#N)C(c2cccc(O)c2)CC(=O)N1 (stereo not drawn)	4	0.9	-2	-1	18	1	9	-3	-8
N#Cc1c(N)nc2c(c1N)CC(COc1ccccc1)O2 (stereo not drawn)	-42	2.2	-29	-2	1	5	-36	-14	-5
COC(=O)CSc1nnc(CNC(=O)c2ccccc2F)n1-c1ccc(F)cc1	-8	-1.7	-13	-7	-1	0	4	6	3

The listing, previewed entries included:
SMILES	Gli-Sufu block	CHOP UPR activ	697 NFkB inh	EBI2 antag	Mdm2 MdmX PPI	UPR XBP1 act	Jurkat NFkB inh	CCR6 antagonist	CXCR6 inh
CCSC1=C(C#N)C(c2cccc(O)c2)CC(=O)N1 (stereo not drawn)	4	0.9	-2	-1	18	1	9	-3	-8
N#Cc1c(N)nc2c(c1N)CC(COc1ccccc1)O2 (stereo not drawn)	-42	2.2	-29	-2	1	5	-36	-14	-5
COC(=O)CSc1nnc(CNC(=O)c2ccccc2F)n1-c1ccc(F)cc1	-8	-1.7	-13	-7	-1	0	4	6	3
CC(C)c1ccc(Nc2nnns2)cc1	1	-1.8	17	19	-10	1	2	5	1
COc1ccc(CNc2cccnc2)c(OC)c1OC	24	.	.	-7	.	.	.	0	3
Cc1ccc(CNC(=O)CCc2ccccc2)cc1	17	0.6	7	0	-21	1	-15	6	-4
COc1ccc(CNC(=O)c2ccc(N3CCC4(CC3)CC(c3ccc(Cl)cc3)=NO4)c(NC(=O)c3ccccc3)c2)cc1	10	1.3	-5	9	-6	1	6	5	-9
Cc1noc(C)c1S(=O)(=O)N1CCC(C(=O)N2CCN(c3ccc(Cl)cc3)CC2)CC1	-3	1.7	16	4	8	-2	11	3	-1
COc1ccc(S(=O)(=O)N(C)CC(=O)Nc2c(F)cccc2F)cc1	4	-1.8	-4	-1	21	0	-6	5	-2
Cc1cc(=O)n(CCC(=O)O)c2ccccc12	-12	0.4	11	-2	-3	-4	3	-16	1

Just Gli-Sufu block, for some of the entries so far:
SMILES	Gli-Sufu block
COc1ccc(CNC(=O)c2ccc(N3CCC4(CC3)CC(c3ccc(Cl)cc3)=NO4)c(NC(=O)c3ccccc3)c2)cc1	10
CC(C)c1ccc(Nc2nnns2)cc1	1

(more compounds)
SMILES	Gli-Sufu block	CHOP UPR activ	697 NFkB inh	EBI2 antag	Mdm2 MdmX PPI	UPR XBP1 act	Jurkat NFkB inh	CCR6 antagonist	CXCR6 inh
O=C(c1ccccc1)c1ccc(Cn2cc(-c3ccccc3)nn2)cc1	23	7.5	-26	2	-18	1	-2	9	-9
CCOC(=O)N1CCC(NC(=O)C2=CCN(S(=O)(=O)c3ccc(OC)cc3)CC2)CC1	5	-0.8	-16	1	10	0	5	12	-10
N#Cc1nc(Cc2cccc3ccccc23)oc1NCCCn1ccnc1	11	-2.3	-19	4	-2	1	5	4	-26
CCN1C(=O)C(=O)N(CC(=O)NC(C)CCc2ccccc2)C1=O (stereo not drawn)	-4	-0.2	16	5	7	0	2	-1	-4
COc1ccc(CCN2CN(S(=O)(=O)c3ccccc3)c3nc4ccccc4nc32)cc1	-5	2.9	-58	-7	19	-5	-12	-1	-8
Cc1cc(NC(=O)COc2ccc(Cl)cc2Cl)n(CCC#N)n1	-27	3.4	-1	-4	-1	0	-29	-5	-7
CCOC(=O)c1c(C)[nH]c(C(=O)N/N=C\c2ccccc2O)c1C	48	.	.	-6	.	.	.	6	-3
CC1=C(C(=O)N2CCN(C(=O)c3ccco3)CC2)C2(CCC(C)CC2)OC1=O (stereo not drawn)	1	0.7	5	-10	12	0	11	0	-4
Cn1c(C(=O)O)c(C=O)c2ccccc21	7	0.9	6	-9	-6	0	3	-8	4
O=C1CCC(=O)N1OCCCCOc1ccccc1	7	1.9	-5	2	-16	-3	-4	-6	2
COc1ccccc1Nc1nc(-c2sc(NC(=O)CC(C)C)nc2C)cs1	-1	0.2	-10	0	10	0	-14	9	0
COc1ccc(C(=O)NC(=O)COC(=O)C2CC2C)cc1 (stereo not drawn)	6	0.3	1	-15	6	0	-3	-1	-2
COc1ccc([N+](=O)[O-])cc1NC(=O)C(C)OC(=O)C1CC(=O)N(Cc2ccco2)C1 (stereo not drawn)	-5	1.0	4	-6	21	-3	7	-5	5
O=c1oc2ccc(NS(=O)(=O)c3cccc4cccnc34)cc2s1	.	1.4	13	4	30	-3	6	-4	0
N#Cc1ccccc1NC(=O)CN1CCN(Cc2ccccc2)CC1	17	0.9	9	5	-16	-9	-6	4	0
Cc1nc(Nc2ccc(S(N)(=O)=O)cc2)sc1-c1ccccc1	-22	3.7	-18	12	12	8	-17	27	-26
Cc1ccsc1C1NC(=O)c2c(sc3c2CCCC3)N1 (stereo not drawn)	-13	4.1	-83	-4	-86	3	-79	2	0
CC1(C)NC(=O)N(CCOc2ccc3c(c2)CCC3)C1=O	6	0.1	2	-2	-7	-1	-12	-7	-6
O=C(CCSc1ccc(Cl)cc1)N1CCN(S(=O)(=O)c2ccccc2)CC1	0	-0.3	9	22	7	-1	-14	4	-4
CCC(C(=O)NC1CCCCC1)N(Cc1cccs1)C(=O)c1snc(C(N)=O)c1N (stereo not drawn)	7	0.0	-24	1	5	-5	-20	9	5
Cc1cc(=O)oc2c3c(cc(OCC(=O)NCCN4CCOCC4)c12)OC(C)(C)CC3	6	-2.2	0	3	6	1	-3	-1	5
CCOC(=O)c1ccc(S(=O)(=O)n2c(CN3CCCCC3)nc3ccccc32)cc1	9	0.7	-8	-2	4	2	0	24	7
O=C(O)Cc1ccc(C(=O)c2ccc(Cl)cc2)s1	-1	-1.0	16	6	-16	-2	-2	-3	0
CCNC(=O)Cc1ccc(S(=O)(=O)N2CCOCC2)s1	-8	-0.1	15	0	-17	0	-2	-1	-4
COc1ccc(CC(=O)OC(C)CN2CCCCC2)cc1 (stereo not drawn)	-11	1.7	2	-8	-7	-2	-5	3	0
CSc1ccc(Cl)c(C(=O)OCC(=O)NC2CC2)c1	3	-1.5	-21	-1	6	2	-9	13	-1
COc1ccccc1/C=C1\Oc2cc(OC(=O)N3CCOCC3)ccc2C1=O	-30	3.7	-24	-12	-9	0	-1	19	10
CC(=O)c1cnc(Nc2ccccc2)s1	57*	-1.5	4	1	-10	0	-23	-27	6
O=C(O)c1ccccc1C(=O)Nc1cc(-c2ccccc2)[nH]n1	12	1.5	10	-12	-4	0	10	-2	1
CN(Cc1cc(-c2ccccc2)on1)C(=O)c1cc(COc2c(F)cccc2F)on1	-4	5.3	-37	30	-14	1	-34	16	0
O=C(O)c1ccc(CCCc2ccccc2)cc1	3	.	.	-2	.	.	.	11	-1
O=C(CSc1nc2ccccc2c(=O)n1-c1ccc(F)cc1)NC1CCS(=O)(=O)C1 (stereo not drawn)	-7	-1.1	0	-11	17	2	-19	11	5
CC1CCCC(C)N1C(=O)CN1C(=O)NC2(CCOc3ccccc32)C1=O (stereo not drawn)	5	1.2	9	-2	3	0	-1	14	6
O=Cc1cn(CC(=O)N2CCOCC2)c2ccccc12	2	-0.5	22	-2	13	1	6	4	-2
Cc1ccc(C)c(S(=O)(=O)N2CCCOC2CNC(=O)C(=O)NCc2ccc3c(c2)OCO3)c1 (stereo not drawn)	7	0.3	-6	-12	22	-3	6	-12	1
CC(=O)NCCC1CCN(c2nc3nonc3nc2N(C)Cc2ccccc2)CC1	2	-1.9	5	3	1	1	-5	11	1
CCN(CC)C(=O)CSc1ncnc2sc(-c3ccccc3)cc12	-10	3.0	-56	21	-9	3	-69	3	-5
Fc1ccc(CN2C3=NCCCN3c3ccccc32)cc1	6	-2.4	9	-3	14	0	3	11	4
COc1ccc(-n2nnnc2SCC(=O)c2cccc(OC)c2)cc1	-6	0.4	-8	0	49	-4	-7	14	1
Cc1c(NC(=O)c2ccc(-c3ccccc3)cc2)cccc1C(=O)O	-128	-6.0	-157	-6	-114	-6	-50	3	-8
CCOC(=O)c1cnc2c(cnn2C)c1NCCCn1ccnc1	0	-0.8	1	-1	6	2	-11	14	4
CCOc1cc(NC(=O)C2CC2)c(OCC)cc1NC(=O)CCn1nnc2ccccc21	1	0.2	-38	-1	13	1	-12	2	-10
O=C(NCCc1csc(-c2cccnc2)n1)c1ccccc1	-1	0.0	5	7	17	-1	0	-2	-3
CCCCS(=O)CC(O)COCC (stereo not drawn)	-15	-1.1	-8	-2	0	-1	2	14	-7
Cc1cccc(N2CCN(C(=O)Cc3ccc(-n4c(=O)[nH]c5ccsc5c4=O)cc3)CC2C)c1 (stereo not drawn)	11	-1.6	-5	-15	1	0	2	1	-9
Cc1csc2ncnc(N3CCN(C(=S)Nc4ccc(F)cc4F)CC3)c12	3	0.5	-34	-2	49	-5	14	5	-9
O=C(COC(=O)C1CCN(C(=O)c2ccc(Cl)cc2)CC1)c1ccco1	0	-1.3	0	32	-19	0	1	8	10
CCOC(=O)N1CCN(S(=O)(=O)c2cc(OCC(N)=O)c(C)cc2Cl)CC1	-8	-3.3	16	-2	20	-4	6	-15	-2
O=C(CSc1nc(Nc2ccccc2)nc(N2CCOCC2)n1)N1CCc2ccccc21	8	-2.9	14	6	38	-2	-8	-15	12
Cn1ccc(C(=O)Nc2sc3c(c2C#N)CCC3)n1	-2	-1.7	16	-10	-1	2	9	11	-2
More results
SMILES	Gli-Sufu block	CHOP UPR activ	697 NFkB inh	EBI2 antag	Mdm2 MdmX PPI	UPR XBP1 act	Jurkat NFkB inh	CCR6 antagonist	CXCR6 inh
Cc1ccc(NS(=O)(=O)c2ccc3c(c2)n(C)c(=O)n3C)c(C)c1	-2	2.9	-2	-1	-14	0	7	1	6
COCc1cc(C)n(CC(=O)Nc2ccc3c(c2)OCO3)c(=O)c1C#N	48	0.4	9	3	16	-6	-1	14	6
CN(C(=O)OC(C)(C)C)c1ccc(-c2nc3ccccc3s2)cc1	90*	-8.6	66*	22	88*	-9	69*	3	-7
CCC(=O)NC(Nc1sc2c(c1C(=O)OC)CCC2)C(Cl)(Cl)Cl (stereo not drawn)	14	1.1	3	24	-2	-4	4	2	-4
CN(C)c1c(-c2ccccc2)cc(-c2ccccc2)[nH]c1=O	.	2.6	-10	-12	-38	1	-12	.	-13
Cc1cc(Nc2ccccc2C(=O)O)n(-c2ccc([N+](=O)[O-])cc2)n1	-6	-0.6	-27	-4	10	2	-34	4	8
COc1cccc(CN2CC(C(=O)NCCOc3ccccc3F)CCC2=O)c1 (stereo not drawn)	59*	-1.6	-10	-5	0	-3	0	10	-4
COc1ccccc1-c1nc(COc2ccc(Cl)cc2Cl)no1	-54	9.7	-119	5	-113	2	-85	9	-4
CC1=CC2(C#N)C3(N=C(N)C2(C#N)C(c2ccccc2)N1)OCCO3 (stereo not drawn)	-3	.	.	2	.	.	.	-2	4
COc1ccc(/C=N/NC(=O)C(C)Sc2ccccn2)cc1[N+](=O)[O-] (stereo not drawn)	-6	-2.2	18	-2	-16	0	-4	2	0
